Apaf-1 inh: inhibitors of human Apaf-1 apoptosome; O14727; reconstituted apoptosome caspase-3 activity, DEVD-Rh110 fluorescence; inhibition, % at 20 µM; hit rate 0.71% among 330,000; AID 489030; active = inhibition of at least 40% at 20 µM;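 note: plate controls were DMSO wells for no effect and DEVD-CHO caspase inhibitor wells for full effect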
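Material: reconstituted apoptosome with Apaf-1, cytochrome c, caspase-9, procaspase-3, dATP. Technique: Rh110 fluorescence intensity. Buffer or medium: pH 7.5 Hepes buffer with CHAPS, BSA, DTT. Times: 30 min plus 50 min, RT.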
NALP3 yeast inh: blocks the NALP3 inflammasome reconstituted in yeast; inhibition, % at 10 µM; AID 2825; hit rate 0.39% among 330,000; Yeast reconstituted NLRP3/ASC/caspase-1, beta-gal luminescence, 24 h;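 active = inhibition of 50% or more; inactive = inhibition below 50%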;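 note: plate controls were induced DMSO wells for no effect and uninduced yeast grown without galactose for full effect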
SENP8 block-1: blocks human SENP8 cleavage of Nedd8 substrate. Q96LD8. recombinant SENP8, Nedd8 substrate fluorescence. inhibition, % at 20 µM. hit rate 0.64% among 360,000. AID 602440; in the data active = inhibition mostly above about 40%, no sharp cut-off; inactive = mostly below about 27%
Target sequence (Q96LD8 whole entry, looked up): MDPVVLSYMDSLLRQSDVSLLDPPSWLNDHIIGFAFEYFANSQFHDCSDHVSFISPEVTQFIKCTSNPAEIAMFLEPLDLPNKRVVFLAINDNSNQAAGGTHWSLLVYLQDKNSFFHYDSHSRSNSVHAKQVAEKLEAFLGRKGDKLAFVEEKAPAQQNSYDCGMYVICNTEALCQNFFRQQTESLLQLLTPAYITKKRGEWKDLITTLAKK
PfG6PD inh: PfG6PD (Plasmodium falciparum) enzyme inhibition | PfGluPho enzyme, NADPH resazurin-diaphorase fluorescence | hit rate 0.78% among 350,000 | inhibition, % at 20 µM;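 active = inhibition reaching at least a set limit at 20 µM in the primary screen, cut at about 59% in these data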;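 note: 0% = DMSO wells with substrate and 100% = DMSO wells lacking glucose-6-phosphate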
HKDC1 inhibitor: inhibitors of human hexokinase HKDC1 | recombinant HKDC1, G6PDH/diaphorase resazurin coupled fluorescence | inhibition, % at 20 µM | hit rate 0.16% among 340,000 | AID 493160;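 active = inhibition above about 35% when tested at 20 µM, limit read from the data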;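 note: plate controls were DMSO wells with enzyme for no effect and DMSO wells lacking enzyme for full effect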
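test system = in-house recombinant HK5 (HKDC1) enzyme | amount = HKDC1 at 5 µg/mL | control set = DMSO-enzyme wells negative, buffer-substituted wells positive | compound = one dose of 20 µM, 1% DMSO | schedule = reaction time 90 min, room temperature, protected from light | technique = resorufin fluorescence at 613 nm | reagent = glucose with 1 mM ATP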
SENP8 block-2: SENP8 protease inhibition. hit rate 1.2% among 330,000. AID 2540. inhibition, % at 10 µM. purified SENP8, Z-RLRGG-aminoluciferin cleavage, luminescence; in the data active = inhibition above about 50%
SENP6 inh: SENP6 protease inhibition. Q9GZR1. Recombinant SENP6 catalytic domain, aminoluciferin luminescence. AID 2599. hit rate 1.8% among 330,000. inhibition, % at 10 µM;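 active = inhibition above about 50% at the single tested dose, limit read from the data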;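 note: plate controls were DMSO wells with enzyme for no effect and DMSO wells lacking enzyme for full effect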
SENP1 inh: SENP1 (human) catalytic domain inhibition | hit rate 0.21% among 360,000 | recombinant SENP1 catalytic domain, CyPet-SUMO1-YPet FRET cleavage | inhibition, % at 10 µM;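 active = inhibition at least 30% at 10 µM, raw YFP signal under a set limit, fluorescence ratio 0.5 to 1.5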;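 note: 0% = enzyme with DMSO and 100% = no enzyme wells; some results filed as inactive read as strong as hits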
Target sequence (Q9P0U3 419-644 limits assumed): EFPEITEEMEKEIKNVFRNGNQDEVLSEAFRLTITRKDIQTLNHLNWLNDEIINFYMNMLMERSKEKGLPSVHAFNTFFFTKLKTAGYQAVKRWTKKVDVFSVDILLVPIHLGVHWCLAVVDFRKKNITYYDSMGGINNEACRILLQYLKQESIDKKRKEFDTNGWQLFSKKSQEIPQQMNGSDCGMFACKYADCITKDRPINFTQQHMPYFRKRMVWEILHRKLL
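material = recombinant human SENP1 catalytic domain, His6-tagged | quantity = 20 pM enzyme | reagent = 25 nM SUMO1 FRET substrate | compound dosing = 10 µM single point, 0.5% DMSO | timing = 50 min enzyme reaction, room temperature, light-protected | detection = FRET, CFP and YFP emission | control set = no-enzyme low, enzyme-DMSO high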
SENP7 block: blocks the human protease SENP7; inhibition, % at 5 µM; Q9BQF6; AID 434973; recombinant SENP7, Z-RLRGG-aminoluciferin luminescence, 40 min; hit rate 1.5% among 330,000;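 active = inhibition above about 50% at the single test dose, limit read from the data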;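 note: plate controls were DMSO with enzyme for no effect and no enzyme buffer wells for full effect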
Target sequence (Q9BQF6 706-1050 limits assumed): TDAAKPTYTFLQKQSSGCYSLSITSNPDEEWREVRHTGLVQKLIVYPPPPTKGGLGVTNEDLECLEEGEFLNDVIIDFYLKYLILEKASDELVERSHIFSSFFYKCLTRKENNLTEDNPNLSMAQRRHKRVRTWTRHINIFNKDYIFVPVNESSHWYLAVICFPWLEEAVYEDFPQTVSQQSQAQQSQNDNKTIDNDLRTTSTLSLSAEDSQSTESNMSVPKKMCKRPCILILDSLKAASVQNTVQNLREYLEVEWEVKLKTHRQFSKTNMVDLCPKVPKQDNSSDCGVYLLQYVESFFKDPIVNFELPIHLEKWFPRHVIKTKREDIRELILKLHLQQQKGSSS
* hit, by the source's call; / = no result given.

structure	Apaf-1 inh	NALP3 yeast inh	SENP8 block-1	PfG6PD inh	HKDC1 inhibitor	SENP8 block-2	SENP6 inh	SENP1 inh	SENP7 block
O=C(Nc1ccccc1)OCCNC(=O)c1cccc(Cl)c1	2.7	22.8	16.0	-0.8	-1.5	-0.6	-1.4	3.3	-38.2
CCCCOC(=O)c1ccc(NC(=S)NC(=O)c2c(Cl)cnn2CC)cc1	8.5	4.5	26.4	-11.8	4.2	6.5	0.5	-1.9	-4.8
CCOc1ccc2nc3c(cc2c1)CN(CCOC)C(=NCCOC)S3	38.2	24.0	-180.6	21.6	10.4	-5.4	-6.4	-95.6	10.6
Cc1ccc(-c2nc3cc(NC(=O)C(C)C)ccc3o2)cc1C	19.9	3.8	-280.4	-2.6	10.3	92.3*	94.6*	0.0	98.4*
COc1cccc(N2CC(C(=O)Nc3nnc(SCCN4CCOCC4)s3)CC2=O)c1 (stereo not given)	8.5	4.6	-7.5	8.4	1.0	2.0	-4.9	-1.8	-5.6
CCc1cccc(CC)c1NC(=O)CSc1nnc(C(C)C)n1CC	-6.8	0.4	8.4	4.3	-1.6	-2.9	-14.5	2.5	2.6
Cc1ccc(C(CC(=O)O)NC(=O)c2ccc(S(=O)(=O)N3CCCC3)cc2)cc1 (stereo not given)	-0.6	14.2	2.0	-10.1	17.6	-4.0	-15.3	2.9	-10.3
Cc1[nH]c2ccccc2c1/C=C/c1nc2ccccc2c(=O)n1-c1ccc([N+](=O)[O-])cc1	1.5	13.9	8.5	-1.1	-9.7	1.5	0.0	11.0	4.9
COc1ccc(S(=O)(=O)Nc2cccc(SC)c2)cc1C(=O)N1CCOCC1	8.0	1.8	-6.8	6.6	-5.4	-3.1	-16.4	-0.2	0.6
O=C(NCCCn1ccnc1)c1nc(Cn2ccc([N+](=O)[O-])n2)no1	-0.4	14.4	10.8	0.7	-9.5	-2.7	0.3	0.8	-3.6
c1ccc(CCNC2=NCCS2)cc1	7.0	10.6	9.8	-4.5	1.6	3.0	-21.9	1.1	-0.8
CN(CC(=O)Nc1ccc(F)c(F)c1F)c1ncnc2sccc12	-6.6	-3.9	-19.2	1.4	-13.0	-2.6	-25.5	-70.7	-6.7
CC(C(=O)O/N=C(\N)c1cccnc1)c1ccc([N+](=O)[O-])cc1 (stereo not given)	0.6	8.1	12.1	-2.5	15.3	2.7	-9.7	3.0	13.9
CCOC(=O)c1nnsc1N	-25.3	8.7	12.5	-11.9	-1.9	3.2	0.6	-0.5	0.1
CC(C)(C)[C@@H]1COC(=O)[C@H](Cc2ccc(F)cc2)C/C=C\C[C@@H](CC(=O)N(CCO)Cc2ccccc2)C(=O)N1	25.6	9.6	15.0	2.3	-4.0	-3.2	-10.9	2.6	10.7
COc1ccccc1CC(NC(C)=O)C(=O)NC1CCN(C(=O)Nc2ccc(F)cc2)CC1 (stereo not given)	-3.2	14.9	-1.3	-8.2	-1.7	6.3	-1.5	0.6	1.2
O=[N+]([O-])c1cccc(/C=C/c2nc[nH]c2[N+](=O)[O-])c1	-15.5	-0.7	18.2	-0.6	-1.0	57.3*	70.1*	3.0	25.0
CC1CN(CC(O)COc2ccccc2C(C)(C)C)CC(C)O1 (stereo not given)	7.3	11.9	13.4	4.4	-0.1	-2.7	-15.8	-0.6	-9.0
CN(C(=O)COC(=O)C1=COCCO1)c1c(N)n(Cc2ccccc2)c(=O)[nH]c1=O	-4.9	12.3	7.8	4.8	1.3	7.0	-11.1	-0.9	0.4
COc1ccc(-c2noc(C3CCCN(C(=O)c4ccccc4)C3)n2)cc1 (stereo not given)	-15.6	11.4	7.5	10.5	-0.9	-2.9	-23.2	0.7	-6.0
Cc1ccc(NC(=O)Cc2csc(-c3ccccc3)n2)cc1F	10.1	62.4*	18.1	23.0	1.1	0.7	-14.0	-0.8	3.0
Cc1cc(C)nc(N/C(=N\S(=O)(=O)Cc2ccccc2)Nc2cccc(Cl)c2C)n1	25.0	0.7	14.1	-3.9	3.3	8.9	3.1	-2.1	-3.3
O=C(C(=O)N1CCCCC1)c1c(-c2ccccc2)[nH]c2ccccc12	7.3	-1.2	20.2	-5.0	-2.9	-1.5	2.0	0.4	4.5
OCCCNc1nc(-c2ccccc2)nc2c1oc1ccccc12	5.0	17.2	1.6	-6.1	0.7	-14.0	-7.2	1.6	-6.9
COc1cccc(C(=O)SC2=NCCS2)c1	-12.2	-6.6	15.3	-7.5	-4.7	-11.6	-10.1	1.0	-19.6
O=C(c1cccs1)C1CCCN(Cc2nc(Cc3ccccc3F)no2)C1 (stereo not given)	7.1	28.2	16.3	-16.4	2.4	-7.7	-6.4	1.8	-7.7
O=C(CSc1nnc(CNC(=O)c2cccs2)o1)Nc1ccccc1F	-17.2	7.2	-10.7	-2.8	-6.9	-5.2	-12.4	0.2	6.2
OC(Cc1ccnc2ccccc12)C(Cl)(Cl)Cl (stereo not given)	/	/	21.3	5.0	-5.2	/	/	1.3	/
Cc1cc(-c2ccccc2)nc2c(Br)c(=O)[nH]n12	7.6	-1.2	-2.8	15.6	-2.5	-0.3	7.8	1.4	4.3
CCOc1ccc(CNCCN2CCCC2)cc1	6.7	25.8	12.8	0.7	-7.1	6.3	1.3	-5.0	-4.9

Profiles, looked up by structure:
Profile of `CCCCOC(=O)c1ccc(NC(=S)NC(=O)c2c(Cl)cnn2CC)cc1` : Apaf-1 inh: 8.5; NALP3 yeast inh: 4.5; SENP8 block-1: 26.4; PfG6PD inh: -11.8; HKDC1 inhibitor: 4.2; SENP8 block-2: 6.5; SENP6 inh: 0.5; SENP1 inh: -1.9; SENP7 block: -4.8
Profile of `COc1ccccc1CC(NC(C)=O)C(=O)NC1CCN(C(=O)Nc2ccc(F)cc2)CC1` (stereo not given) : Apaf-1 inh: -3.2; NALP3 yeast inh: 14.9; SENP8 block-1: -1.3; PfG6PD inh: -8.2; HKDC1 inhibitor: -1.7; SENP8 block-2: 6.3; SENP6 inh: -1.5; SENP1 inh: 0.6; SENP7 block: 1.2

Carrying on.
structure	Apaf-1 inh	NALP3 yeast inh	SENP8 block-1	PfG6PD inh	HKDC1 inhibitor	SENP8 block-2	SENP6 inh	SENP1 inh	SENP7 block
CN(C)S(=O)(=O)N1CCN(C(=O)c2cccc(Br)c2)CC1	-18.0	5.4	22.4	-4.3	-10.0	-3.3	-13.9	1.2	-4.9
CC1(CC(=O)N/N=C/c2ccc(-c3ccc(Cl)cc3)o2)OCCO1	-5.7	7.8	-230.0	-3.8	5.4	-3.6	-4.3	-96.3	-1.4
Cc1cc2c(Nc3ccc(C(=O)O)cc3)ncnc2s1	-10.7	5.8	-8.1	-13.0	-1.3	-0.5	-0.3	0.7	18.6
COc1ccccc1-c1oc2ccccc2c1-c1ccc2c(c1)OCO2	11.6	-0.3	-413.9	21.6	3.9	3.9	-19.4	0.5	11.7
Cc1ccc(OCCC(=O)OCC(=O)NC(=O)NC2CCCC2)cc1	21.6	10.9	-4.7	8.4	0.8	-7.2	-10.9	2.4	0.1
COc1ccccc1OCC(=O)O/N=C(\N)c1ccccn1	3.8	18.2	0.1	-1.9	-1.3	-6.3	13.8	4.2	7.2
CCCn1c(SCC(=O)NCc2cccs2)nc2c1c(=O)n(C)c(=O)n2C	3.1	2.6	24.0	-4.6	2.0	-6.4	-21.7	-1.0	-7.3
CCC(=O)Nc1ccc(-c2ccc(N3CCC(C)CC3)nn2)cc1	8.1	17.0	-45.1	5.1	-5.2	0.6	5.3	-0.9	1.0
Cc1ccccc1CN(c1ccc(C(=O)NCCC2=CCCCC2)cc1)S(C)(=O)=O	10.2	-0.1	12.7	-0.6	1.8	-1.3	-6.7	2.9	-2.3
O=C(NCCCc1ccccc1)c1c(O)nc2sccn2c1=O	4.9	63.4*	16.3	-4.7	-3.0	0.7	-2.3	-0.4	-8.5
Cc1cc(C)nc(NNS(=O)(=O)c2ccc(F)c(Cl)c2)n1	10.5	21.6	35.7*	33.2	-4.0	-1.5	-8.8	3.2	3.4
COc1ccccc1S(=O)(=O)Nc1cc(S(=O)(=O)N2CCCCC2)ccc1N1CCOCC1	3.4	10.1	13.8	3.6	-6.4	4.0	1.7	-0.7	1.3
CCS(=O)(=O)N1Cc2ccccc2CC1C(=O)OCC(=O)Nc1ccc(SC(F)F)cc1 (stereo not given)	26.4	3.7	-0.2	22.8	-1.9	2.6	3.2	0.9	3.3
CCC(=O)Nc1ccc(NC(=O)CSc2nnnn2-c2ccc3c(c2)OCCO3)cc1	-21.1	0.4	1.2	-14.3	8.7	-3.7	5.2	2.2	8.7
CCOC(=O)NC(O)C(=O)c1cccs1 (stereo not given)	-17.0	11.8	23.5	0.1	-0.6	-0.3	10.1	-0.5	3.4
CC(c1ccccc1)n1c(-c2cccs2)nc2c(c(=O)c3ccccc3n2C)c1=O (stereo not given)	14.8	32.0	-66.1	-18.5	-14.9	-2.3	-8.5	-0.8	7.9
CCOC(=O)C1=C(C)NC(=O)NC1c1ccc(OCCO)c(OC)c1 (stereo not given)	-0.1	-5.9	40.0*	-2.4	8.6	-8.3	-6.2	1.0	-5.5
O=C(CSCc1ccccc1)N=Nc1c(O)[nH]c2ccccc12	7.1	11.1	35.2	-9.8	-3.2	0.8	9.9	3.1	3.3
FC(F)(F)c1cc(N2CCN(Cc3ccccc3)CC2)c2ccccc2n1	-3.4	28.4	-2.7	15.4	5.2	-3.2	3.7	1.2	-2.2
O=C(CCS(=O)(=O)c1cc2c(cc1Cl)NC(=O)CO2)NCc1ccc(F)cc1	4.2	11.3	0.1	4.4	-1.7	-2.2	2.3	1.0	7.1

4 compounds from above, arranged by the number in PfG6PD inh, smallest number first:
SMILES | PfG6PD inh
CCC(=O)Nc1ccc(NC(=O)CSc2nnnn2-c2ccc3c(c2)OCCO3)cc1 | -14.3
Cc1cc2c(Nc3ccc(C(=O)O)cc3)ncnc2s1 | -13.0
COc1ccccc1S(=O)(=O)Nc1cc(S(=O)(=O)N2CCCCC2)ccc1N1CCOCC1 | 3.6
COc1ccccc1-c1oc2ccccc2c1-c1ccc2c(c1)OCO2 | 21.6

Screening data (PubChem BioAssay)
